GCN5L2 inh: qHTS Assay for Inhibitors of GCN5L2; Histone acetyltransferase KAT2A (Homo sapiens), Q92830; GCN5L2 HAT assay, ThioGlo1 CoA-SH fluorescence; Potency, µM (titrated, usually from 58.9 µM), for the others: top-dose activity change, negative = inhibition, hits mostly inhibitors; actives 0.21% (n = 390,000); AID 504327, 2011
Target sequence (Q92830 whole entry, looked up): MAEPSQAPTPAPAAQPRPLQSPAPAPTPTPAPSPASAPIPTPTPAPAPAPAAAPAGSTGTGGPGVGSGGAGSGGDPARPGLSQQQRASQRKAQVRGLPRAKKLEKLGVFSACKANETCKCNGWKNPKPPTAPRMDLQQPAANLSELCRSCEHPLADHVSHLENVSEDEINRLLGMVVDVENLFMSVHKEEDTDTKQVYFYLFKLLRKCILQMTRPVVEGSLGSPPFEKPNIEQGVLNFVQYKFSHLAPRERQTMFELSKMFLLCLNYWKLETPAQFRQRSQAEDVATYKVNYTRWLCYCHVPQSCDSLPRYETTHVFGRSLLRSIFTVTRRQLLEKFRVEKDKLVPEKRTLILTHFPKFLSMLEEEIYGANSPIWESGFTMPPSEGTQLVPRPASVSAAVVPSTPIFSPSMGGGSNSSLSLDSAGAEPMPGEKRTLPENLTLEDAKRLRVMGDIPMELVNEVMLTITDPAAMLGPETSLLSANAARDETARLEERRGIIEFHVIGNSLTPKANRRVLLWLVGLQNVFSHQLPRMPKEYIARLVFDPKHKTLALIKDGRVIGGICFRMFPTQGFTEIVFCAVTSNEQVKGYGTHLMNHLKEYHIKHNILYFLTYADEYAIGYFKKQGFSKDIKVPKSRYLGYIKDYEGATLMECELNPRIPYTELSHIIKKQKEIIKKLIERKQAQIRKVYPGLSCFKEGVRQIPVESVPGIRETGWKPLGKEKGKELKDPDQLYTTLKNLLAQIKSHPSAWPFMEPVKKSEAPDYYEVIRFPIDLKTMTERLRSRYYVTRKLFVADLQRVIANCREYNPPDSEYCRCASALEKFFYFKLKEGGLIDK
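GCN5L2 (20 nM) in 50mM HEPES pH 7.5, 0.1mM EDTA, 0.01% Tween-20 preincubated 15 min with compounds at room temperature. Reaction started with H3(1-25) 75uM, acetyl-CoA 70uM, ThioGlo1 50uM; CoA-thiol fluorescence (Ex340/Em540) read at 0 and 20 min.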
DT40 TDP1 no CPT: qHTS for Inhibitors of human tyrosyl-DNA phosphodiesterase 1 (TDP1): qHTS in cells in absence of CPT. DT40 Tdp1-/- hTDP1 cells, no CPT, ATP luminescence, 48 h. Potency, µM (top dose mostly 46.2 µM), for inactives: at the top dose activity change, negative = growth inhibition, usual class: inhibitors. actives 15% (n = 420,000). AID 686978, 2013; note: nearly all actives have a fitted effect of over 55% in size
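Readout: luminescence from CellTiter-Glo after 30 min in the dark at RT. Cells: DT40 Tdp1-/- with stable hTDP1, 400/well. Exposure: compounds alone, ≥48 hr, 37 °C.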
TDP1 cell CPT: qHTS for Inhibitors of human tyrosyl-DNA phosphodiesterase 1 (TDP1): qHTS in cells in presence of CPT | chicken DT40 Tdp1-/-;hTDP1 cells + 20 nM CPT, ATP luminescence, 48 h | Potency, µM (doses to about 46.2 µM), for inactives: at the highest dose activity change, negative = growth inhibition, usual class: inhibitors | actives 12% (n = 420,000); note: nearly all actives have a fitted effect of over 55% in size
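Cell growth measured by CellTiter-Glo luminescence after a minimum 48 h, 37 C compound exposure with 20 nM CPT in Tdp1-knockout DT40 cells stably expressing hTDP1, seeded 400/well; qHTS titration format.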
* hit, by the source's call; ? = inconclusive; . = not tested or not shown; & = joins results of further samples; [ ] = dose if it differs, or a comment. Calls come from the whole dose curve; as a rule, active = well fitted curve in the direction sought with a large enough effect; inconclusive = small, poorly fitted or top-dose-only effect, or another doubt; inactive = no such curve, though single readings can be large; an effect the other way counts as inactive or inconclusive. % is set by controls: 0 for no effect and ±100 for the full control effect; potency is the fitted concentration of half-maximal effect.

The first 6 compounds, ahead of the listing:
canonical_smiles	GCN5L2 inh	DT40 TDP1 no CPT	TDP1 cell CPT
CN(C)C(CNC(=O)c1cc(S(=O)(=O)N(C)c2ccccc2)ccc1Cl)c1cccs1 (centres undefined)	-3%	6.5µM*	5.8µM*
CSc1nn(Cc2ccccc2C)c(NC(C)=O)c1S(=O)(=O)c1ccc(C)cc1	-3%	15µM*	?
Cc1nn(Cc2ccc(Cl)cc2Cl)c(C)c1NC(=O)Cn1nc([N+](=O)[O-])c(Cl)c1C	.	-30%	-25%
COc1cccc(OCC(=O)Nc2cc(NC(=O)COc3cccc(OC)c3)cc(C(=O)O)c2)c1	-8%	-13%	-19%
COc1ccc(NC(=O)CC2C(=O)N(c3cccc(OC)c3)C(=O)N2CCC2=CCCCC2)cc1 (centres undefined)	-12%	23µM*	?
CCOC(=O)C1CCC(CN(Cc2ccccc2)S(=O)(=O)c2ccc(Cl)cc2)CC1 (centres undefined)	-4%	?	?

This part in full, from the first entry:
canonical_smiles	GCN5L2 inh	DT40 TDP1 no CPT	TDP1 cell CPT
CN(C)C(CNC(=O)c1cc(S(=O)(=O)N(C)c2ccccc2)ccc1Cl)c1cccs1 (centres undefined)	-3%	6.5µM*	5.8µM*
CSc1nn(Cc2ccccc2C)c(NC(C)=O)c1S(=O)(=O)c1ccc(C)cc1	-3%	15µM*	?
Cc1nn(Cc2ccc(Cl)cc2Cl)c(C)c1NC(=O)Cn1nc([N+](=O)[O-])c(Cl)c1C	.	-30%	-25%
COc1cccc(OCC(=O)Nc2cc(NC(=O)COc3cccc(OC)c3)cc(C(=O)O)c2)c1	-8%	-13%	-19%
COc1ccc(NC(=O)CC2C(=O)N(c3cccc(OC)c3)C(=O)N2CCC2=CCCCC2)cc1 (centres undefined)	-12%	23µM*	?
CCOC(=O)C1CCC(CN(Cc2ccccc2)S(=O)(=O)c2ccc(Cl)cc2)CC1 (centres undefined)	-4%	?	?
CCOC(=O)Cn1c(=NC(=O)CN2C(=O)CCC2=O)sc2cc(S(N)(=O)=O)ccc21	-6%	-6%	-2%
O=C(O)CCSc1nnc(-c2ccncc2)n1-c1ccccc1	1%	-21%	-22%
Cc1ccc2c(ccn3cc4c(c(=O)n(C)c(=O)n4C)c23)c1	0%	-3%	-2%
O=C(Nc1ccccc1-c1ccccc1)NC1CC2CCCC(C1)N2Cc1ccc(F)cc1 (centres undefined)	3%	23µM*	21µM*
CCCn1nc2cc(C(=O)NC3CCc4ccccc43)ccc2c1OCC (centres undefined)	-5%	?	?
O=C(Nc1nc(-c2ccc(Cl)s2)cs1)c1cccs1	-7%	18µM*	23µM*
CC1CC(C)CN(C(=O)CCNC(=O)c2ccccc2Cl)C1 (centres undefined)	-4%	5%	5%
CCOc1ccc(NC(=O)c2ccc(CNc3c(N4CCCC4)c(=O)c3=O)cc2)cc1	33%[activator]	-2%	-14%
COc1ccc(NC(=O)CC2Oc3ccc(C)cc3NC2=O)cc1Cl (centres undefined)	-5%	-23%	-5%
O=C(CN(C(=O)C1CSC(=O)C1)c1cccc(F)c1)NC1CCCC1 (centres undefined)	-3%	-9%	-4%
CC1=C(C(=O)Nc2cccnc2)C(c2cccnc2)n2ncnc2N1 (centres undefined)	1%	-10%	6%
COc1ccc(C2Nc3ccccc3C(=O)N2Cc2ccco2)cc1COc1ccc(NC(C)=O)cc1 (centres undefined)	-3%	11µM*	?
COC(=O)/C=c1/s/c(=C(/C#N)C(=O)N2CCOCC2)n(-c2ccccc2)c1=O	-2%	?	?
Cc1ccc(S(=O)(=O)N2CCN(C(=O)COC(=O)CCCOc3ccccc3)CC2)c(C)c1	-10%	-23%	-19%

In another format: two of the compounds above.
Structure: CCOc1ccc(NC(=O)c2ccc(CNc3c(N4CCCC4)c(=O)c3=O)cc2)cc1
  GCN5L2 inh: 33%[activator] | DT40 TDP1 no CPT: -2% | TDP1 cell CPT: -14%

Structure: COc1ccc(NC(=O)CC2Oc3ccc(C)cc3NC2=O)cc1Cl (centres undefined)
  GCN5L2 inh: -5% | DT40 TDP1 no CPT: -23% | TDP1 cell CPT: -5%

(further entries)
canonical_smiles	GCN5L2 inh	DT40 TDP1 no CPT	TDP1 cell CPT
CC1CCc2c(C(=O)OCC(=O)Nc3cccc(S(=O)(=O)N4CCCCCC4)c3)csc2C1 (centres undefined)	-6%	?	-4%
COc1ccc(C2C(C#N)=C(N)N(c3sc4c(c3C#N)CCCC4)C3=C2C(=O)CC(C)(C)C3)cc1OC (centres undefined)	-1%	?	18µM*
COc1cc(NC(=O)CSc2cc(=O)n(C)c3ccccc23)cc(OC)c1OC	-2%	?	10µM*
O=C(Cn1cc([N+](=O)[O-])cn1)Nc1ccc(Cn2cc(Br)cn2)cc1	3%	?	-2%
CC(=O)N1CCN(C(=O)COc2ccc(N(C)S(=O)(=O)c3cccs3)cc2)CC1	-9%	?	0%
Fc1ccc(CNc2nc3ccccc3n3cnnc23)cc1	-9%	-18%	-1%
Cc1ccc(-n2c(SCC(=O)Nc3cccc(Cl)c3)nc3n[nH]c(C)c3c2=N)cc1	-12%	7.3µM*	8.2µM*
COc1ccc(C(=O)N2CC(=O)Nc3ccc(C)cc3C2c2ccccc2)c(OC)c1 (centres undefined)	-2%	?	?
COc1ccccc1NC(=O)c1c(Nc2ccccc2C)sc(C(=O)Nc2cccc(Cl)c2)c1N	-10%	?	21µM*
O=C(COC(=O)CNC(=O)c1ccccc1)Nc1cccc(Br)c1	2%	-13%	-25%
CCC1(CC)NC(=O)N(CC(=O)OCC(=O)Nc2ccc(F)c(F)c2F)C1=O	-1%	-5%	0%
COc1ccccc1-c1nc2ccccc2n(CC(C)C)c1=O	.	?	?
C/C(N)=C(/C#N)C(=O)COC(=O)c1cc2c(s1)CCC(C)C2 (centres undefined)	-14%	-29%	-8%
COc1ccc(C(=O)COC(=O)c2cnc(C)cn2)cc1OC	-10%	22%	-13%
O=C(CN(Cc1ccc2c(c1)OCO2)C(=O)CNS(=O)(=O)c1ccccc1)NCC1CCCO1 (centres undefined)	-8%	-10%	-24%
NC(=O)c1sc(=S)n(-c2ccc(Br)cc2)c1N	-10%	-10%	-15%
COc1cccc(-c2nnn(CC(C)=O)n2)c1	-3%	-3%	3%
O=C(Oc1cccnc1)c1ccc(Cl)cc1	-8%	16%	1%
CC1CCCCC1NC(=O)c1cc(S(=O)(=O)N2CCCCC2)ccc1N1CCOCC1 (centres undefined)	3%	?	?
CCCc1nnc(NC(=O)c2ccc(S(=O)(=O)N(C)c3ccccc3OC)cc2)s1	-2%	?	-5%
CCC1(C)OC(=O)N2CCc3c(C)[nH]c4c(C)ccc(c34)C21C (centres undefined)	-4%	?	?
COc1ccc(NS(=O)(=O)c2cccc(-c3nnc(-c4ccccc4)o3)c2)cc1	-11%	?	?
CC1CN(S(=O)(=O)c2cc(C(=O)NC(C)c3cccnc3)ccc2Cl)CC(C)O1 (centres undefined)	-2%	-22%	?
CCCC1=[N+](CC(C)=O)CCn2c(C)ccc21	-16%	2.3µM*	3.3µM*
CCOC(=O)N1CCC(N2CC34C=CC(O3)C(C(=O)Nc3ccc(C(C)C)cc3)C4C2=O)CC1 (centres undefined)	-6%	-21%	-7%
Nc1ncnc2c1ncn2[C@@H]1O[C@H](C(=O)N[C@H](CO)Cc2ccc(O)cc2)[C@@H](O)[C@H]1O	.	12%	3%
CC1CCN(CCNC(=O)c2ccc(Cn3c(SCc4ccccc4)nc4cccnc43)cc2)CC1	-4%	?	?
Cc1ccc(OCC(=O)NCCCNC(=O)c2ccc(C)nc2)cc1	-3%	-9%	-4%
O=[N+]([O-])c1ccc(O)c(C2CCCCC2)c1	.	?	?
CCOC(=O)CSc1nc(-c2cccs2)nc2c1c(=O)n(C)c(=O)n2C	-1%	-12%	?

(list continues)
Second line of a record: GCN5L2 inh | DT40 TDP1 no CPT | TDP1 cell CPT
Cc1cc(S(=O)(=O)NCc2ccco2)c(C)s1
→ -2% | -8% | -12%
O=C(CSc1nnc(COc2ccc(Cl)cc2)o1)Nc1nccs1
→ . | 5% | 3%
COc1ccccc1N(CC(O)Cn1nc(C)cc1C)S(=O)(=O)c1ccccc1 (centres undefined)
→ -6% | -19% | -3%
Cc1ccc2[nH]c3c(=O)n(CC(=O)NCc4ccco4)ncc3c2c1
→ -14%&0% | -15%&1% | 3%&4%
CCOC(=O)N1CCN(C(=O)CCCn2c(=S)[nH]c3ccccc3c2=O)CC1
→ . | -12% | -13%
COc1ccc(Cl)cc1NC(=O)c1ccc2nc(Cc3ccccc3)oc2c1
→ -21% | ? | ?
Cc1ccc(C(=O)NCCC(=O)N2CCCC2)cc1
→ -2% | 0% | 19%
CCOC(=O)c1ccc(NC(=O)Cn2nnc(-c3ccc(C(F)(F)F)cc3)n2)cc1
→ -1% | ? | ?
CCc1nnc(NC(=O)c2ccc(COc3ccc(C)cc3)o2)s1
→ 2% | -4% | -13%
CC1CCCN(CCOCCOc2ccc(Br)cc2Cl)C1 (centres undefined)
→ -2% | 18µM* | 18µM*
COc1ccccc1-c1noc(-c2ccc(NCc3ccccc3)c([N+](=O)[O-])c2)n1
→ -3% | ? | ?
COc1ccc(NC(=O)C2CCCN(S(C)(=O)=O)C2)c(OC)c1 (centres undefined)
→ 0% | 1% | 12%
Cc1cc(=O)[nH]c2sc(C(=O)N3c4ccccc4CC3C)c(N)c12 (centres undefined)
→ 1% | -26% | ?
CN(C)c1ccc(/C=C(/NC(=O)c2ccccc2)C(=O)NCCCn2ccnc2)cc1
→ -6% | -4% | 32%[activator]
Cc1cc(C)cc(OCC(=O)O/N=C(\N)c2ccccc2Cl)c1
→ -16% | -3% | 1%
CCOc1ccc2[nH]c(=O)c(C(c3nnnn3Cc3ccco3)N3CCC(C)CC3)cc2c1 (centres undefined)
→ -19% | 26µM* | -79%
Cc1cccc(Cn2c(Sc3nc(C)cs3)nc3c2c(=O)[nH]c(=O)n3C)c1
→ -2% | 18µM* | ?
CC(NC(=O)Cn1cc(C(F)(F)F)ccc1=O)c1ccc(F)cc1 (centres undefined)
→ 1% | 18% | 9%
Cc1ccc(NC(=S)N(CCCN2CCCC2)Cc2cccn2Cc2ccc(Cl)cc2)cc1Cl
→ -3% | 6.5µM* | ?
COc1ccc(-n2cc(C(=O)NCCc3ccc(C)cc3)c3ccccc3c2=O)cc1
→ -19% | 21µM* | ?
O=c1[nH]c(-[n+]2ccccc2)c(/C=N/N=C(\[O-])c2ccccc2)s1
→ -22% | 2% | 14%
COc1cccc(/C=N\NC(=O)c2cc(OCC(F)(F)F)ccc2OCC(F)(F)F)c1
→ 3% | ? | ?
Cc1n[nH]c(C)c1CCN(C)C(=O)C1CCC(=O)N(CC2CCCCC2)C1 (centres undefined)
→ -7% | -1% | 5%
O=C(Nc1cc(S(=O)(=O)Nc2ccccc2Cl)ccc1O)c1ccc(F)cc1F
→ 0% | -26% | -23%
CNc1c(NS(=O)(=O)c2ccc(C(C)(C)C)cc2)c(=O)oc2ccccc12
→ -7% | ? | -2%
C/C(=N/NC(=O)COc1ccc(C(C)(C)C)cc1)c1ccc(N2CCOCC2)cc1
→ . | ? | ?
CCOc1cc(S(=O)(=O)NCCc2ccccc2C)c(OCC)cc1-n1cnnn1
→ -6% | -23% | 6%
COC(=O)C(C)N(C#N)c1nc(NC(C)C)nc(SC)n1 (centres undefined)
→ -3% | -21% | -19%
C/C(CC(=O)Nc1ccccn1)=N\NC(=O)Cc1cccc2ccccc12
→ -6% | -15% | -5%
C=CCOc1ccc(/C=C/C(=O)OCC(=O)NCc2cccs2)cc1
→ -2% | ? | -26%
Cc1ccccc1N(CC(=O)NCCSc1ccccn1)S(=O)(=O)c1ccccc1
→ -16% | ? | -5%
Cc1ccc2c(Cl)c(C(=O)Nc3cccnc3)sc2c1
→ -6% | 2% | 9%
CCOc1ccc(CCNC(=O)CN(C)S(=O)(=O)c2ccc3c(c2)CCC(=O)N3)cc1OCC
→ 20% | -6% | -23%
COc1ccc(/C=N/NC(=O)c2cc(-c3ccccc3)nc3ccccc23)cc1O
→ -13% | 1.3µM* | 10µM*
c1ccc(-n2nnnc2SCc2cccc(CSc3nnnn3-c3ccccc3)n2)cc1
→ -2% | 13µM* | ?
CCOC(=O)[C@]12CCC=C1N(CCC1=CCCCC1)C(=O)[C@H](CC(=O)N1CCCC1)C2
→ . | ? | 23µM*
CN1CCCCC1CCN1c2ccccc2Sc2ccc(S(C)=O)cc21 (centres undefined)
→ -4%&-18%&-7% | ? | ?
CC1(C)CC(=O)C2=C(C1)Nc1ccccc1NC2
→ -21% | -36% | 0%
CCc1nc2c(OCC(=O)C(C)(C)C)cccn2c1N(C)C(=O)Nc1ccccc1OC
→ . | -27% | ?
Cc1c(NC(=O)CSc2cccc3cccnc23)c(=O)n(-c2ccccc2)n1C
→ . | 23µM* | ?

These rows are one share of the data; count on the stated rates, not on these rows.
